Source: PubChem (National Center for Advancing Translational Sciences (NCATS))
PI4K2A inh – inhibitors of human PI4K2A. Q9BTU6. purified PI4K2A, ADP-Glo luminescence, 1 h; stronger effect = lower value. AID 1346378. 0.13% of 420,000 active. activity change, negative = inhibition, % at 76.9 µM; in the data active = activity change below about -50%; inconclusive = mostly about -30% to -49%;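 note: -100% = wells without enzyme as full effect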
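Compounds are screened against recombinant PI4K2A using PI as substrate and ATP, the latter dispensed at 300 microM. Reactions run one hour at ambient temperature before ADP-Glo detection; full inhibition defined by wells lacking enzyme.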
JMJD2A Tudor inh – inhibitors of human JMJD2A Tudor domain | O75164 | AlphaScreen JMJD2A-Tudor / H3K4me3 peptide binding | Potency, µM (titrated, usually from 114 µM), for the others: at the top dose activity change, negative = inhibition, most hits filed as inhibitors | 4.4% of 390,000 active; note: potency is the fitted concentration of half-maximal effect; % is set by controls: 0 for no effect and ±100 for the full control effect; nearly all actives have a fitted effect of over 50% in size
Target sequence (O75164 whole entry, looked up, the tested form may be a part): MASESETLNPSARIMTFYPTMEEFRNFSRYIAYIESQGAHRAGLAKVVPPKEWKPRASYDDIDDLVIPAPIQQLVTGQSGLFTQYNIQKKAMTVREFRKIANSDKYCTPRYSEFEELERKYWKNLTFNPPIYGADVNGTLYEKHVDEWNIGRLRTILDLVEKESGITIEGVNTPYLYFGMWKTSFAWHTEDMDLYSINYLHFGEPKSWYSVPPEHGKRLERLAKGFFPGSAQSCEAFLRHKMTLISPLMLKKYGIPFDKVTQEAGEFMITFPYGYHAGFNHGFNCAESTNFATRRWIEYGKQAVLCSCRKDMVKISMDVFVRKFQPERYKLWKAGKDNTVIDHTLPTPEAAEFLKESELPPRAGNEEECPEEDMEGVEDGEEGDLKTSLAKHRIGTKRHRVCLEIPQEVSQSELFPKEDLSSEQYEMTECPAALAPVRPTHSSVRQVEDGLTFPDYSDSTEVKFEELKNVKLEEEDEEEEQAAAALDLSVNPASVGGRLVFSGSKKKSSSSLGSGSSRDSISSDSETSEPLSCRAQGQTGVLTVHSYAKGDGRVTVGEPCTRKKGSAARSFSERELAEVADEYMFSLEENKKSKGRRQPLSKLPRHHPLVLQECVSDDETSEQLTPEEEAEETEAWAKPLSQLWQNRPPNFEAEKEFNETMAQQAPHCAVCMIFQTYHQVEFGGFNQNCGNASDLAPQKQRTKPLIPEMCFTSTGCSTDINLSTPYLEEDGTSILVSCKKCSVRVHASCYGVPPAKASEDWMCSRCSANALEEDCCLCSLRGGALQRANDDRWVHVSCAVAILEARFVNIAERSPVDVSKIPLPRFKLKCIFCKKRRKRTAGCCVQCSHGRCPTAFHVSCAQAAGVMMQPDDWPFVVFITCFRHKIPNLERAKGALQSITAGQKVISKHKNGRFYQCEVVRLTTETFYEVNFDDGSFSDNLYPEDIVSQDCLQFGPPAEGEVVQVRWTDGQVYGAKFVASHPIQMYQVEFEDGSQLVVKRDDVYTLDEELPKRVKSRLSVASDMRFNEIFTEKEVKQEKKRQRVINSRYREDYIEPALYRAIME
G9a inh – inhibitors of human histone lysine methyltransferase G9a | 8.8% of 350,000 active | Potency, µM (highest dose often 102 µM), without a hit: top-dose activity, negative = inhibition, most hits filed as inhibitors | AID 504332 | G9a H3K9 monomethylation, AlphaScreen, 2 h; note: potency is the fitted concentration of half-maximal effect; % is set by controls: 0 for no effect and ±100 for the full control effect; nearly all actives have a fitted effect of over 75% in size
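Methyltransferase reactions run at room temperature for 2 h (20 nM enzyme, 500 nM biotin-H3K9 peptide, 20 uM SAM) after a 15 min compound preincubation; product detected by AlphaScreen beads and anti-H3K9me1 antibody.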
HP1b chromo inh – blocks HP1-beta chromodomain binding to methylated histone tails; Potency, µM (titrated, usually from 114 µM), for the others: at the highest dose activity change, negative = inhibition, actives largely listed as inhibitors; P83916; AlphaScreen HP1-beta / biotin-H3K9me3 peptide binding; 0.56% of 390,000 active; note: potency is the fitted concentration of half-maximal effect; nearly all actives have a fitted effect of over 70% in size; inactives centre near 23
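Compound inhibition of the preformed complex between 50 nM HP1-beta and 50 nM biotinylated H3K9me3 peptide was read by AlphaScreen. Buffer was PBS pH 7.4 with 0.01% Tween-20. Incubations ran 30 min at room temperature, with 10 ug/mL donor/acceptor beads.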
ERG-DNA inh – inhibitors of human ERG Ets domain-DNA interaction. P11308. fluorescence polarization, His-ERG Ets domain / labelled DNA. Potency, µM (highest dose often 76.9 µM), for the others: top-dose FP activity, negative = inhibition, usual class: inhibitors. 0.028% of 370,000 active. AID 624246; active = well fitted inhibition curve with a large enough effect in the polarisation, with a control signal flat; inconclusive = small, poorly fitted or top-dose-only effect, or effect the other way, or a change in a side signal; inactive = no such curve, though single readings can be large or run the other way; the % refers to the polarisation;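 note: polarization taken with two DNA probes labelled with fluorescein and Texas red; potency is the fitted concentration of half-maximal effect; % of control where 0% means no effect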
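His-tagged ERG Ets domain (1 uM in the protein solution; 300mM KCl, 50mM Tris-HCl, 1mM EDTA, 1mM DTT, pH 7.5) received compound, then a probe mix of 5 nM fluorescein-DNA and 100nM Texas-615-DNA. Fluorescence polarization was read for both dyes.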
Pin1 inhibitor – inhibitors of human Pin1; Q13526; Pin1 FP peptide displacement, HiFluor488, 10 min; Potency, µM (series often up to 115 µM), without a hit: at the top dose activity, negative = inhibition, hits mostly inhibitors; 0.009% of 390,000 active; active = well fitted inhibition curve with a large enough effect in the polarisation, with a control signal flat, not every such curve was filed as active; inconclusive = small, poorly fitted or top-dose-only effect, or effect the other way, or a change in a side signal; inactive = no such curve, though single readings can be large or run the other way; the % refers to the polarisation; note: potency is the fitted concentration of half-maximal effect; % is set by controls: 0 for no effect and ±100 for the full control effect
BAZ2B inh – inhibitors of human BAZ2B bromodomain | Q9UIF8 | AlphaScreen BAZ2B-H3K14Ac peptide displacement | Potency, µM (top dose mostly 114 µM), without a hit: top-dose activity change, negative = inhibition, hits mostly inhibitors | 4.4% of 360,000 active | AID 504333; note: potency is the fitted concentration of half-maximal effect; % is set by controls: 0 for no effect and ±100 for the full control effect; nearly all actives have a fitted effect of over 60% in size
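BAZ2B 50 nM plus b-H3(5-23)K14Ac 50 nM, PBS pH 7.4/0.01% Tween-20, 30 min RT; compound added (max 110 uM), 30 min RT; streptavidin donor/Ni-chelate acceptor beads 10 ug/mL final, 20 min dark; AlphaScreen read.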
GLS inh – glutaminase GLS (human) inhibition; GLS enzymatic activity, qHTS titration; Potency, µM (top dose mostly 45.5 µM), inactives show at the highest dose activity change, negative = inhibition, most hits filed as inhibitors; 0.21% of 410,000 active; note: potency is the fitted concentration of half-maximal effect; % is set by controls: 0 for no effect and ±100 for the full control effect
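hKGA in 45 mM KH2PO4 (pH 8.2), 0.02% Tween-20 with compound, then 1mM L-Glutamine (stock as added) plus glutamate oxidase/HRP/Amplex red coupling mix. Fluorescence read initially and after 30 min at RT; signal change reflects glutamate formation.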
Tb PGK inh – blocks T. brucei phosphoglycerate kinase; PGK/GAPDH coupled, Kinase-Glo luminescence, 60 min; Potency, µM (doses to about 57.5 µM), for inactives: at the top dose activity change, negative = inhibition, usual class: inhibitors; 0.043% of 380,000 active; AID 602233; note: potency is the fitted concentration of half-maximal effect; % is set by controls: 0 for no effect and ±100 for the full control effect; nearly all actives have a fitted effect of over 60% in size
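Recombinant glycosomal PGK reaction used 1,3-bisphosphoglycerate generated in-well by GAPDH (100nM final) in 100mM TEA pH 7.6, 5mM MgCl2, 0.01% Tween-20. After 60 minutes at room temperature, ATP was read by Kinase-Glo Plus luminescence end-point.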
* marks the source's active call; other numbers are inactive results; i = inactive; ? = inconclusive; · = not tested or not shown; & = joins results of further samples; [ ] = another dose, or the depositor's remark. Unless noted, calls come from the whole dose curve; as a rule, active = well fitted curve in the direction sought with a large enough effect; inconclusive = small, poorly fitted or top-dose-only effect, or another doubt; inactive = no such curve, though single readings can be large; an effect the other way counts as inactive or inconclusive. An unsorted share of the library. About 11% of those tested had a hit in this group.

SMILES	PI4K2A inh	JMJD2A Tudor inh	G9a inh	HP1b chromo inh	ERG-DNA inh	Pin1 inhibitor	BAZ2B inh	GLS inh	Tb PGK inh
COc1ccc(-c2nnc(SC)n2C)cc1	-2	5%	0%	22%	-9%	-2%	-4%	0%	5%
O=C(c1ccc(N2CCCC2=O)cc1)N1CCN(c2ccccc2O)CC1	-1	-17%	-1%[2.33 µM]	13%	0%	?	9%	-29%	-1%
CC1(C)Cc2cccc(OCC(=O)NCc3ccccc3F)c2O1	1	-2%	14%[12.7 µM]	32%	1%	1%	1%	1%	i
N#Cc1c(N)sc2c1CCCCCC2	7	?	18µM*	?	1%	0%	?	-4%	-9%
CC(C)Oc1cccc(C(=O)C2CCCN(C(=O)c3ccsc3)C2)c1 (stereo unspecified)	3	-7%	1%	34%	3%	-7%	0%	16%	3%
CCCOc1cccc(C(=O)Nc2ccc(-c3nc4ccccc4s3)c(Cl)c2)c1	7	-2%	?	7%	7%	24%	4%	-8%	-7%
CCNS(=O)(=O)c1ccc(NC(=O)c2ccc(Cn3cc(Br)cn3)o2)cc1	-2	-3%	?	28%	12%	-1%	-9%	3%	1%
Cc1ccc(NC(=O)CNc2ccc(Cl)cc2F)cc1	-7	-10%	17%	11%	2%	-1%	4%	14%	i
COc1ccccc1C(=O)Nc1cccc(SC)c1	5	-3%	-3%[59 µM]	20%	1%	2%	13%	1%	-4%
O=C(Nc1ccc(NC(=O)c2ccccc2O)cc1)Nc1ccc(F)cc1F	0	10%	-1%[59 µM]	24%	5%	22%	-3%	-5%	i
CCc1ccc(-c2n[nH]c(=O)c3ccccc23)cc1	3	-26%	37%[activator]	23%	-5%	-5%	0%	-3%	i
CC(=O)c1ccc(-c2ccc(/C=C(/Sc3n[nH]c(C)n3)C(=O)O)o2)cc1	3	?	?	13%	6%	?	?	?	-17%
CC(=O)Nc1c(NC(=O)CC#N)[nH]c2c(c1=O)c(=O)n(C)c(=O)n2C	-2	-21%	0%	11%	-7%	31%[activator]	-18%	10%	-16%
Cc1cccc(NC(=O)c2ccc(C3SCC(=O)N3CCc3ccccc3)cc2)c1C (stereo unspecified)	-7	-14%	-38%[59 µM]	15%	2%	10%	3%	6%	-8%
O=CN1Cc2[nH]c3ccccc3c2N(c2ccc(Cl)cc2)C1=O	6	-22%	?	15%	10%	-22%	-2%	-16%	0%
CC1C(=O)N2CCCc3cc(NC(=O)CC(C)(C)C)cc1c32 (stereo unspecified)	0	20%	28%	14%	-6%	3%	-3%	2%	-6%
O=C(COc1ccc(Cl)cc1Br)Nc1nnc(C2CC2)s1	1	-18%	-7%[12.7 µM]	13%	-13%	15%	-5%	-6%	-9%
O=C1N/C(=C/c2cccs2)C(=O)N1Cc1ccc(F)cc1	0	-10%	-11%	28%	?	0%	-15%	-8%	i
Cc1ccc(-n2ncc(C(=O)NCCCN3CCN(c4cccc(Cl)c4)CC3)c2-n2cccc2)cc1	-2	?	?	-15%	-8%	0%	?	1%	-6%
O=C(C1CCCN(S(=O)(=O)c2ccccc2)C1)N1CCN(c2ccc(F)cc2)CC1 (stereo unspecified)	6	-23%	·	11%	-3%	-10%	?	8%	6%

Some of these compounds in order of their number in G9a inh, highest first.
SMILES	PI4K2A inh	JMJD2A Tudor inh	G9a inh	HP1b chromo inh	ERG-DNA inh	Pin1 inhibitor	BAZ2B inh	GLS inh	Tb PGK inh
CC1C(=O)N2CCCc3cc(NC(=O)CC(C)(C)C)cc1c32 (stereo unspecified)	0	20%	28%	14%	-6%	3%	-3%	2%	-6%
Cc1ccc(NC(=O)CNc2ccc(Cl)cc2F)cc1	-7	-10%	17%	11%	2%	-1%	4%	14%	i
CC(C)Oc1cccc(C(=O)C2CCCN(C(=O)c3ccsc3)C2)c1 (stereo unspecified)	3	-7%	1%	34%	3%	-7%	0%	16%	3%
COc1ccc(-c2nnc(SC)n2C)cc1	-2	5%	0%	22%	-9%	-2%	-4%	0%	5%
O=C1N/C(=C/c2cccs2)C(=O)N1Cc1ccc(F)cc1	0	-10%	-11%	28%	?	0%	-15%	-8%	i

(more compounds)
SMILES	PI4K2A inh	JMJD2A Tudor inh	G9a inh	HP1b chromo inh	ERG-DNA inh	Pin1 inhibitor	BAZ2B inh	GLS inh	Tb PGK inh
COC(=O)c1cc2c(=O)n3ccccc3nc2n(Cc2cccnc2)c1=N	-11	-11%[57.1 µM]	·	39%[activator]	-1%	?	·	6%	i
CC(=O)N1c2ccccc2C2(O)N=C(C)SC12 (stereo unspecified)	-5	5.6µM*	1.4µM*	?	-7%	1%	?	-18%	-8%
O=S(=O)(/N=C(/c1ccccc1)N1CCOCC1)c1ccc(F)cc1	-8	-4%	18%	0%	15%	-3%	4%	11%	-1%
O=C(Nc1nnc(-c2ccc(F)cc2)s1)c1ccco1	2	-24%	-13%	-7%	6%	44%[activator]	-12%	1%	-4%
COc1ccc(-c2nnc(NC(=O)c3ccc(S(=O)(=O)N4COCC4(C)C)cc3)o2)cc1	-2	3%[11.4 µM]	16%[2.33 µM]	-13%	-4%	2%	56µM*	0%	-1%
CN(CC(=O)Nc1ccccc1Cl)C(=O)COC(=O)/C=C/c1ccc(C(F)(F)F)cc1	2	1%	48%[12.7 µM]	26%	-18%	14%	15%	-10%	-8%
Cn1c(Cl)nc2ccccc21	0	?	7%[12.7 µM]	16%	-5%	-13%	-3%	1%	-3%
O=C(NC(=S)NCCN1CCOCC1)c1cccc(Cl)c1	-2	-7%	3%	37%	-1%	-14%	?	9%	-5%
Cc1cccc(NS(=O)(=O)c2cccc(C(=O)N3CC(C)OC(C)C3)c2)c1 (stereo unspecified)	4	3%	-27%	18%	-4%	-1%	0%	-1%	-6%
NC(=NCc1ccco1)NC(=O)c1ccccc1	3	1%	·	60%[activator]	-4%	-11%	?	0%	-2%
CN1C=CC(=O)[C@@H](O)[C@H]1c1ccccc1Br	2	-17%	·	17%	-2%	-1%	·	2%	0%
CCOC(=O)c1c(C)[nH]c(C)c1S(=O)(=O)NCC1CCN(Cc2ccccc2F)CC1	0	-19%	?	10%[57 µM]	-2%	1%	-16%	6%	4%
CN(C)C=Nc1nonc1-c1ccc(Cl)cc1	8	14%	42%[activator]	70%[activator]	9%	-4%	1%	-8%	-9%
Cc1noc(C)c1C(=O)OCC(=O)N(C)C1(C#N)CCCCC1	-6	-15%	1%[2.33 µM]	32%	8%	1%	7%	-5%	-6%
Cn1c2ccccc2c2cnn(CC(=O)NCc3ccc(Cl)cc3)c(=O)c21	2	-20%	-5%[59 µM]	4%	1%	8%	0%	-3%	-3%
CCn1cc(/C=C(\NC(=O)c2ccc(OC)cc2)C(=O)NCCCn2ccnc2)c2ccccc21	6&9	?	-4%[59 µM]	-10%	0%	-1%	?	-9%&-5%	-8%&-5%
CC(=O)Nc1ccc(C(=O)CSc2nnc(C)o2)cc1	8	-3%	-14%[59 µM]	12%	0%	2%	0%	3%	-3%
Cc1ccc(O)c(Sc2cc(C)ccc2O)c1	2	-29%	?	11%	-1%	-1%	?	7%	3%
Cc1c(Cl)cccc1NC(=O)c1cc(C2CC2)on1	-3	12%	14%	37%[activator]	2%	4%	11%	5%	-3%
Cc1ccc(NC(=O)C(C)N=C2NS(=O)(=O)c3ccccc32)cc1F (stereo unspecified)	-1	-20%	27%[12.7 µM]	7%	8%	-11%	-13%	2%	-3%
O=C(O)c1ccccc1Nc1cc(Cl)c2nonc2c1[N+](=O)[O-]	?	-21%	45µM*	32%	12%	-10%	-33%	-4%	i
CCC1CN(C(=O)N2CCC(C(=O)NCCc3ccccc3Cl)CC2)c2cc(C)ccc2O1 (stereo unspecified)	-6	-18%	-21%[59 µM]	52%[activator]	-1%	5%	-25%	1%	-3%
Cc1cccc(C)c1N1CCN(c2n[nH]c(N)n2)CC1	3	-8%[11.4 µM]	-45%	17%	-7%	-2%	-25%	-3%	6%
CC(C)c1ccc(OCC(=O)Nc2c(C(=O)c3ccc(F)cc3)oc3ccccc23)cc1	-1	5%	6%[59 µM]	68%[activator]	-2%	-5%	7%	0%	10%
CCOC(=O)C1CCN(c2c(NCCCN(CC)Cc3ccccc3)c(=O)c2=O)CC1	-8	-16%	2%	0%	1%	-3%	1%	27%	-6%
CC(=O)N1c2ccc(S(=O)(=O)N3CCCCC3)cc2CC1C(=O)NCc1cccc(Cl)c1 (stereo unspecified)	0	-12%	?	23%	5%	12%	-20%	3%	6%
Cc1ccc(Cc2nc3ccccc3[nH]2)cc1	4	-7%	23%	13%	-5%	-5%	-5%	-2%	-8%
CCOC(=O)C1=C(C)NC(=O)NC1c1ccc(OC)c(Cl)c1 (stereo unspecified)	-1	-12%	-4%	20%	-1%	8%	11%	6%	i
Cc1cc(=O)oc2cc(OCC(O)CN3CCN(c4ccccc4)CC3)ccc12 (stereo unspecified)	13	-2%[57.1 µM]	-1%	4%	-1%	0%	?	32%[activator]	-7%
Cc1ccc(NC(=O)NCc2ccccn2)c(C)c1	-2	-10%	22%	39%[activator]	2%	-1%	4%	0%	4%
